Compound activity (PubChem BioAssay)
Glioma ERSR ind = ER stress response induction in glioma; U87-MG GRP78 promoter luciferase reporter, 16 h; Potency, µM, for inactives: at the top dose activation, actives largely listed as activators; actives 0.02% (n = 420,000); AID 602332; note: potency is the fitted concentration of half-maximal effect; series mostly up to about 76 µM; % of control where 0% means no effect; nearly all actives have a fitted effect of over 35% in size
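ERSR induction read as luciferase luminescence (Bright-Glo, 10 min at room temperature) in stably transfected human U87-MG glioma cells exposed to compounds for 16 h, using GRP78 as sensor.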
Pol kappa inh = inhibitors of human DNA polymerase kappa. actives 0.53% (n = 400,000). purified Pol kappa, fluorescent DNA synthesis assay, 10 min. Potency, µM (series often up to 107 µM), for the others: at the top dose activity, negative = inhibition, actives largely listed as inhibitors. Q9UBT6; note: potency is the fitted concentration of half-maximal effect; % is set by controls: 0 for no effect and ±100 for the full control effect
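Readout: fluorescence, taken kinetically at 0 and 10 min. Conditions: 10 nM Pol kappa, 15 min RT compound preincubation, 50 nM substrate final. Controls: enzyme-free buffer wells.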
APEX1 inh = inhibitors of human APE1 endonuclease; P27695; recombinant APE1, TAMRA/BHQ-2 abasic DNA cleavage fluorescence; Potency, µM (titrated, usually from 65.8 µM), for inactives: at the top dose activity change, negative = inhibition, usual class: inhibitors; actives 0.35% (n = 350,000);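 note: potency is the fitted concentration of half-maximal effect; plate controls were vehicle for no effect and reference inhibitor for full effect; nearly all actives have a fitted effect of over 55% in size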
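Readout is kinetic fluorescence (ex 525, em 598 nm) from cleavage of 50 nM TAMRA/BHQ-2 THF abasic duplex by 0.75 nM APE1, compound added 15 min beforehand at RT.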
Pol eta inh = inhibitors of human DNA polymerase eta | actives 1.2% (n = 390,000) | Potency, µM (top dose mostly 114 µM), for inactives: at the highest dose activity change, negative = inhibition, usual class: inhibitors | recombinant Pol eta, fluorescent DNA replication assay | AID 588591 | Q9Y253; note: potency is the fitted concentration of half-maximal effect; % is set by controls: 0 for no effect and ±100 for the full control effect
Target sequence (Q9Y253 whole entry, looked up): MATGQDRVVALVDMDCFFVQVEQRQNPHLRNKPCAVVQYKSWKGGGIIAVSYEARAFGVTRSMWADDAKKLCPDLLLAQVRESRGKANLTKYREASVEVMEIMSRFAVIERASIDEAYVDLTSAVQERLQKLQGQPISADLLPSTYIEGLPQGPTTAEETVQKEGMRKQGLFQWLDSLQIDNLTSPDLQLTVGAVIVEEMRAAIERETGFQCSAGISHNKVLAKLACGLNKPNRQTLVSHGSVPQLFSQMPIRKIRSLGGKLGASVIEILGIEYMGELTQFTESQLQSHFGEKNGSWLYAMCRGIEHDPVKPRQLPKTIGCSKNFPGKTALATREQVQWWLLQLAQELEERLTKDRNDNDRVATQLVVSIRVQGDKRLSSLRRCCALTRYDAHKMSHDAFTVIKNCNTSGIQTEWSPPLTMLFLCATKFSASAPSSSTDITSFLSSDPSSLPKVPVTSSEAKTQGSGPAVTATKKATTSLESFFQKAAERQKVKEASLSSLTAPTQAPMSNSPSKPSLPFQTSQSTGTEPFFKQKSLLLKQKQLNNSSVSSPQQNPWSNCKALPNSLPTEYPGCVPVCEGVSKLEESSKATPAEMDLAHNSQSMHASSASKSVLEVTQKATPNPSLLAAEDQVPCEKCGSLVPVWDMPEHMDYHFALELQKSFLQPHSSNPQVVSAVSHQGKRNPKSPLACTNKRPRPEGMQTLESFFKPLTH
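Pol eta at 10 nM preincubated with compounds 15 min at room temperature; reaction started with fluorescent substrate (50 nM final) and read kinetically at 0 and 10 min.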
POLI inh = blocks human DNA polymerase iota activity; Potency, µM (top dose mostly 115 µM), for inactives: top-dose activity, negative = inhibition, hits mostly inhibitors; AID 588590; Pol iota fluorescent replication assay, 10 min; actives 1% (n = 390,000); note: potency is the fitted concentration of half-maximal effect
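Fluorescent replication assay read twice, at 0 min and 10 min after adding 50 nM (final) substrate. Enzyme (10 nM) and compounds were first incubated 15 min at room temperature; enzyme-free buffer wells were negative controls.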
Pol beta inh = DNA polymerase beta (human) inhibition. P06746. Pol beta primer extension/strand displacement, fluorescence kinetic. Potency, µM (highest dose often 114 µM), without a hit: top-dose activity change, negative = inhibition, usual class: inhibitors. actives 1.3% (n = 340,000); note: potency is the fitted concentration of half-maximal effect; % is set by controls: 0 for no effect and ±100 for the full control effect
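Pol beta (10 nM) was preincubated with compound for 15 min at room temperature. The reaction was then started with 50 nM substrate and read immediately and after a further 10 min at room temperature.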
LDHA inh = blocks human lactate dehydrogenase A | actives 0.15% (n = 480,000) | activity change, % (values are at about 110 or 230 µM) | AID 1347041 | P00338 | purified LDHA, NADH/diaphorase-resazurin fluorescence; stronger effect = lower value; in the data active = activity change below about -30%; inconclusive = mostly about -25% to -30%;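 note: plate controls were DMSO wells for no effect and wells without enzyme for full effect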
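LDH5 2 nM; NADH 0.06 mM, pyruvate 0.2 mM; 200 mM Tris pH 7.4, EDTA, Tween-20; 5 min RT. Detection: diaphorase 0.133 mg/mL + resazurin 37 µM, fluorescence ex540/em590 at 0 and 20 min; normalized to enzyme-free and DMSO wells.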
Anesthetic bind = candidate novel general anesthetic via apoferritin binding | P02791 | apoferritin/1-aminoanthracene competitive binding, fluorescence | Potency, µM (titrated, usually from 77.5 µM), for the others: top-dose activity change, negative = displacement, most hits filed as inhibitors | actives 0.074% (n = 350,000) | AID 485281; note: potency is the fitted concentration of half-maximal effect; % is set by controls: 0 for no effect and ±100 for the full control effect; nearly all actives have a fitted effect of over 20% in size
Target sequence (P02791 2-175 limits assumed): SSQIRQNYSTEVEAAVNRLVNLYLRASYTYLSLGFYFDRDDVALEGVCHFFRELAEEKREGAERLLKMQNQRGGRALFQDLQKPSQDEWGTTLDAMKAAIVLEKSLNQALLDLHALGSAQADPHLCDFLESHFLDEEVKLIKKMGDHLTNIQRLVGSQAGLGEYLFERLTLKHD
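In PBS, apoferritin at 10 uM is loaded with 1-AMA from a 50% saturated solution. After 10 min of compound exposure at ambient temperature, reduced 535 nm fluorescence indicates probe displacement.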
BLM inh = blocks DNA unwinding by human BLM helicase. recombinant BLM DNA unwinding, fluorescence dequenching. Potency, µM (series often up to 56.1 µM), for the others: top-dose activity change, negative = inhibition, actives largely listed as inhibitors. actives 0.2% (n = 350,000);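 note: potency is the fitted concentration of half-maximal effect; plate controls were vehicle for no effect and no enzyme for full effect; nearly all actives have a fitted effect of over 35% in size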
Starred values were filed as active, the others as inactive; ? = inconclusive; / = no result given; [ ] = remark or other dose. Unless noted, calls come from the whole dose curve; as a rule, active = well fitted curve in the direction sought with a large enough effect; inconclusive = small, poorly fitted or top-dose-only effect, or another doubt; inactive = no such curve, though single readings can be large; an effect the other way counts as inactive or inconclusive. Some of the compounds tested; count on the stated rates, not on these rows.

Abbreviations: A = Glioma ERSR ind; B = Pol kappa inh; C = APEX1 inh; D = Pol eta inh; E = POLI inh; F = Pol beta inh; G = LDHA inh; H = Anesthetic bind; I = BLM inh
Cc1ccccc1OCc1ccc(-c2nc(C#N)c(NCc3cccnc3)o2)o1
  A = -7%; B = -15%; C = /; D = -18%; E = -10%; F = 17%; G = 0; H = -4%; I = -15%
Cc1ccc(S(=O)(=O)NCC(=O)N(CC(=O)NC(C)(C)C)Cc2cccs2)cc1
  A = -1%; B = -2%; C = -8%; D = 3%; E = ?; F = 1%; G = -3; H = -12%; I = -4%
COc1ccc2nc(N3CCCC3)[nH]c2c1
  A = -2%; B = 8%; C = 4%; D = -8%; E = 152%[activator]; F = -1%; G = 2; H = -4%; I = 1%
CC(C)OCCCNC(=O)c1ccc(Cn2c(=O)c3cccn3c3cccnc32)cc1
  A = -1%; B = -15%; C = /; D = -13%; E = 1%; F = -3%; G = -3; H = 54%[activator]; I = 2%
Brc1cc2c(cc1C1OCCO1)OCO2
  A = -2%; B = -3%; C = /; D = -12%; E = 16%; F = /; G = -9; H = /; I = /
CCOC(=O)N1CCC(N(CCOC)C(=O)Nc2ccc(Cl)c(Cl)c2)CC1
  A = -3%; B = -8%; C = -4%; D = -14%; E = -3%; F = 16%; G = 0; H = 4%; I = -4%
CCOC(=O)C1CCN(C(=O)CCc2nnc3ccc(N4CCC(C)CC4)nn23)CC1
  A = 2%; B = 6%; C = 48%[activator]; D = -11%; E = 34%; F = 39%; G = -1; H = -12%; I = -1%
Cc1ccc(C)c(Nc2ncccc2C(=O)NCc2cccs2)c1
  A = -2%; B = -6%; C = -9%; D = -21%; E = -4%; F = 0%; G = -3; H = -16%; I = -8%
CSc1oc(-c2cccs2)nc1S(=O)(=O)c1ccccc1
  A = -4%; B = -7%; C = 1%; D = 31%[activator]; E = 3%; F = 9%; G = -3; H = -12%; I = -7%
CCc1ccc(CNC(=O)c2ccc(OC3CCN(C(C)=O)CC3)c(OC)c2)nc1
  A = 0%; B = -5%; C = -3%; D = -12%; E = 31%[activator]; F = 19%; G = -6; H = -20%; I = -9%
CCn1c(NC(=O)c2cccs2)c(-c2cccs2)c(=O)c2ccccc21
  A = -4%; B = -1%; C = 1%; D = -13%; E = -5%; F = -11%; G = 3; H = -8%; I = 2%
Cc1cc2nnc(SC(C)C#N)n2c2ccccc12 (stereo not given)
  A = -5%; B = -18%; C = 3%; D = 8%; E = 22%; F = 0%; G = -4; H = 0%; I = -10%
N/C(CN1CCCCC1)=N\S(=O)(=O)c1cc(Cl)cc(Cl)c1
  A = -4%; B = -9%; C = -3%; D = -19%; E = -18%; F = -1%; G = -8; H = -16%; I = -7%
CC(C)(C)c1ccc(C(=O)Nc2cccc3c(=O)[nH][nH]c(=O)c23)cc1
  A = -8%; B = -26%; C = -3%; D = -2%; E = 7%; F = ?; G = 3; H = 319%[activator]; I = -9%
CCNc1oc(COc2cccc(C)c2)nc1C#N
  A = -1%; B = -14%; C = 2%; D = -26%; E = 56%[activator]; F = -11%; G = -2; H = ?; I = -3%
COc1cc(-c2[nH]ncc2CN2CCCC2c2nonc2C)cc(OC)c1OC (stereo not given)
  A = 4%; B = -15%; C = -11%; D = -26%; E = 0%; F = 4%; G = -17; H = -5%; I = -1%
COc1ccc(C2CC(C(F)(F)F)n3nc(C(=O)NCCN4CCOCC4)cc3N2)cc1 (stereo not given)
  A = -1%; B = -7%; C = -3%; D = -13%; E = 15%; F = 37%; G = -8; H = -8%; I = -2%
COc1ccc(C(C#N)N2N=C(C)CC2(C)C)cc1 (stereo not given)
  A = -1%; B = -11%; C = 13%; D = 7%; E = 33%; F = 4%; G = -1; H = -8%; I = -5%
c1coc(CNc2nc(-c3ccncc3)cs2)c1
  A = -3%; B = -10%; C = 21%; D = -6%; E = 8%; F = 13%; G = -5; H = -8%; I = 2%
COc1ccccc1N1CCN(C(C)C(=O)N2CC(C)OC(C)C2)CC1 (stereo not given)
  A = -1%; B = -15%; C = -6%; D = -18%; E = 97%[activator]; F = 2%; G = -39*; H = -1%; I = -2%
CCc1noc(C)c1C(=O)N1CCOCC1
  A = -3%; B = -14%; C = 11%; D = -9%; E = 4%; F = -12%; G = -13; H = 4%; I = 0%
COc1ccc(S(=O)(=O)c2cn(Cc3ccccc3)c3cc(N4CCCC4)c(F)cc3c2=O)cc1
  A = -2%; B = 2%; C = /; D = -9%; E = 39%[activator]; F = 14%; G = 2; H = 69%[activator]; I = 0%
CCCOc1ccc(/C=N/NC(=O)C(C)Sc2ccccn2)cc1OCC (stereo not given)
  A = -3%; B = -15%; C = 12%; D = -18%; E = 56%[activator]; F = 14%; G = -7; H = -5%; I = -1%
Cc1cccc(CC(=O)Nc2cc(=O)n(C)c(=O)n2C)c1
  A = 1%; B = 3%; C = -4%; D = 6%; E = 8%; F = -4%; G = 1; H = 1%; I = -3%
COCCn1nnnc1CN(Cc1cc2cc(OC)c(OC)cc2[nH]c1=O)C1CCCC1
  A = -3%; B = -6%; C = -12%; D = -13%; E = 11%; F = 4%; G = 2; H = 71%[activator]; I = -1%
CCN(CC(=O)Nc1ccc2c(c1)OCCO2)C(=O)CCc1ccccc1Cl
  A = -6%; B = 8%; C = 3%; D = -17%; E = 33%[activator]; F = /; G = 1; H = /; I = /
CSCCC(NC(=O)COc1ccccc1)C(=O)N(C)CC(=O)Nc1ccc(C)cc1 (stereo not given)
  A = -2%; B = -4%; C = 7%; D = -6%; E = 20%; F = /; G = -5; H = /; I = /
O=C(Nc1ccccc1N1CCCC1)c1ccc([N+](=O)[O-])o1
  A = -13%; B = -18%; C = -8%; D = -18%; E = ?; F = ?; G = 4; H = -9%; I = -11%
Cc1ccc(Oc2ccccc2NC(=O)CSCC(=O)Nc2cc(C)on2)cc1
  A = -1%; B = -14%; C = -17%; D = -28%; E = 3%; F = /; G = -3; H = /; I = /
C[N+]1(C)CC[C@H](OC(=O)[C@@](O)(c2ccccc2)C2CCCC2)C1
  A = -1%; B = -4%; C = -3%; D = 1%; E = 0%; F = 3%; G = -17; H = -14%; I = -2%

Single records, as listed above. Values in the order: Glioma ERSR ind | Pol kappa inh | APEX1 inh | Pol eta inh | POLI inh | Pol beta inh | LDHA inh | Anesthetic bind | BLM inh
O=C(Nc1ccccc1N1CCCC1)c1ccc([N+](=O)[O-])o1 in the list: -13% | -18% | -8% | -18% | ? | ? | 4 | -9% | -11%
COCCn1nnnc1CN(Cc1cc2cc(OC)c(OC)cc2[nH]c1=O)C1CCCC1 in the list: -3% | -6% | -12% | -13% | 11% | 4% | 2 | 71%[activator] | -1%
CSCCC(NC(=O)COc1ccccc1)C(=O)N(C)CC(=O)Nc1ccc(C)cc1 (stereo not given) in the list: -2% | -4% | 7% | -6% | 20% | / | -5 | / | /

Following part:
Abbreviations: A = Glioma ERSR ind; B = Pol kappa inh; C = APEX1 inh; D = Pol eta inh; E = POLI inh; F = Pol beta inh; G = LDHA inh; H = Anesthetic bind; I = BLM inh
Cc1cccc(C(C)C)c1NC(=O)COC(=O)C1CC(=O)N(Cc2ccccc2)C1 (stereo not given)
  A = -3%; B = -1%; C = 19%; D = -24%; E = 11%; F = /; G = -5; H = /; I = /
CC(C)(C)NC(=O)C12CCC(C)(c3nc4ccccc4nc31)C2(C)C (stereo not given)
  A = -2%; B = -10%; C = 2%; D = -10%; E = 3%; F = -1%; G = 0; H = -18%; I = -3%
Cc1ccc(NC(=O)N2CCN(C)CC2)cc1NC(=O)N1CCN(C)CC1
  A = 0%; B = -2%; C = 0%; D = -22%; E = 29%; F = 8%; G = -1; H = -4%; I = -6%
COc1ccc(/C=N/NC(=O)C2C3CCCCC32C)cc1OC (stereo not given)
  A = 3%; B = -8%; C = 3%; D = -15%; E = 33%[activator]; F = 1%; G = -4; H = -23%; I = -3%
N#C/C(=C\c1ccco1)C(=O)Nc1ccc(S(N)(=O)=O)cc1
  A = -2%; B = -11%; C = 3%; D = 5%; E = 1%; F = 13%; G = -3; H = -5%; I = -9%
C(=N/N1CCN(c2ccccc2)CC1)/c1ccncc1
  A = -2%; B = -24%; C = 9%; D = -3%; E = 132%[activator]; F = 2%; G = 4; H = -13%; I = 1%
O=C1C(C2=NC(C(=O)O)C3C(=O)N(c4ccc(Cl)cc4)C(=O)C23)=C(O)c2ccccc21 (stereo not given)
  A = -3%; B = 1%; C = -3%; D = -2%; E = 31%[activator]; F = 5%; G = -3; H = -7%; I = -1%
Nc1ccc(N=Nc2ccccc2)c2ccccc12
  A = -5%; B = -4%; C = 56%[activator]; D = 2%; E = 13%; F = 1%; G = -11; H = -19%; I = -14%
CC(OC(=O)c1cccc(-n2cnnn2)c1)C(=O)c1ccccc1 (stereo not given)
  A = -1%; B = -1%; C = -3%; D = 0%; E = 22%; F = /; G = -8; H = /; I = /
Cc1ccc(S(=O)(=O)N/N=C2/CC(c3ccccc3)Oc3ccccc32)cc1[N+](=O)[O-] (stereo not given)
  A = -1%; B = -13%; C = 0%; D = 0%; E = ?; F = -1%; G = -2; H = ?; I = -14%
N[C@H](Cc1ccccc1)C(=O)O
  A = -2%; B = 0%[19.4 µM]; C = ?; D = /; E = /; F = /; G = /; H = -5%; I = /
CCOc1ccccc1NC(=O)C1CCN(S(=O)(=O)c2ccc3c(c2)CCCN3C(C)=O)CC1
  A = -1%; B = -7%[60.1 µM]; C = /; D = -15%; E = 15%; F = 5%; G = 2; H = -4%; I = 0%
Cc1cc(C)c(C#N)c(SCC(=O)Nc2ccccc2C(N)=O)n1
  A = 2%; B = -5%; C = -11%; D = 1%; E = 3%; F = 13%; G = -12; H = 5%; I = -9%
CCOc1ccc(OCCC(=O)N(CC(C)C)c2c(N)n(Cc3ccccc3)c(=O)[nH]c2=O)cc1
  A = 2%; B = -13%; C = /; D = -15%; E = -10%; F = /; G = -12; H = /; I = /
Cn1cc(C(=O)N2CCN(c3cccc(C(F)(F)F)c3)CC2)c2c3ccccc3n(C)c2c1=O
  A = -9%; B = -18%; C = /; D = -33%; E = 15%; F = -32%; G = 2; H = 0%; I = -11%
